Source: PubChem BioAssay
ABHD5-PLIN5 inh: inhibitors of human ABHD5-perilipin-5 interaction; Q00G26+Q8WTS1; inhibition, % at 4 µM; actives 0.78% (n = 360,000); Split G. princeps luciferase complementation, luminescence, 4 h;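 active means inhibition above the mean inhibition across every tested compound plus 3 SD, cut at about 22% in these data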;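 further: 0% = DMSO only wells and the 100% control is not disclosed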
m5-HT2A agonist: activates the mouse 5-HT2A serotonin receptor. CHO-K1 mHTR2A beta-arrestin complementation, luminescence; percent of 30 µM serotonin response. actives 0.66% (n = 360,000). activation, % at 7.6 µM. AID 624169. P35363;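 active means activation above a run cutoff, the mean activation of all tested compounds plus 3 SD, cut at about 14% in these data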;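 further: 0% = plate median of compound wells and 100% = 30 µM serotonin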
TLR9-MyD88 block: blocks human TLR9 binding to MyD88 | Q9NR96+Q99836 | inhibition, % at 4.98 µM | AID 504734 | actives 0.21% (n = 340,000) | CHO BLA complementation TLR9-MyD88, CCF4 FRET ratio;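 active means inhibition above the mean over all tested compounds plus 3 SD, cut at about 21% in these data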;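 further: 0% = DMSO only wells and 100% = clavulanate BLA inhibitor control wells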
MC4R barr agon: human MC4R agonism via beta-arrestin. U2OS MC4R beta-arrestin complementation, luminescence; percent of melanotan II response, DMSO zero. activation, % at 8.9 µM. actives 0.98% (n = 360,000). AID 540308. P32245;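 active means activation above a per-plate cutoff, the mean activation of sample wells on that plate plus 3 SD, cut at about 8% in these data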
MC4R antag cAMP: antagonists of human melanocortin 4 receptor (MC4R); P32245; MC4R-expressing cells, MTII-stimulated cAMP, LANCE TR-FRET; inhibition, % at 6.5 µM; actives 0.48% (n = 360,000);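 active means inhibition above its plate's cutoff, the mean of tested wells on that plate plus 3 SD, cut at about 29% in these data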;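 further: 0% = Melanotan II alone and 100% = Melanotan II plus saturating MCL0020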
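Assay system: U2OS cells stably expressing human melanocortin 4 receptor (MC4R) / Dosing: 6.5 µM / Timing: compound 30 min, challenge 1 h, detection 1 h / Measured by: Eu-cAMP/anti-cAMP TR-FRET, emission 671 nm / Replicates: singlicate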
ABCB6 inh MLPCN: blocks the human ABCB6 transporter; Q9NP58; K562-ABCB6 porphyrin accumulation, flow cytometry, 1 h; hits give low values; fluorescence ratio to DMSO, % at 10 µM; actives 0.19% (n = 360,000); AID 602162;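 active means fluorescence ratio to DMSO below 75%, the collection mean minus 3 SD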;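 further: signal is porphyrin accumulated inside mitochondria; 100% equals median channel fluorescence of DMSO control wells; lower ratio means ABCB6 inhibition with less porphyrin fluorescence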
N-glyco inh: N-linked glycosylation inhibition. D54 ERlucT glycosylation luciferase reporter, 24 h; percent of 100 nM tunicamycin response. reporter increase, % at 12.5 µM. actives 0.23% (n = 360,000). AID 588692;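 active means mean luciferase reporter signal, scaled so untreated is 0 and the glycosylation-blocking control 100, at or above a set limit in every replicate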;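 further: luciferase carries N-glycosylation sites so blocking glycosylation raises the light; 0% = median of neutral control wells and 100% = median of 100 nM tunicamycin wells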
Cardio protect: modulators protecting cardiomyocytes from myocardial damage. H9c2 cardiomyocytes, H2O2 injury protection, ATPLite, 2 h. protection from H2O2 cell death, % at 20 µM. actives 0.63% (n = 360,000);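 active means compounds giving at least 50% protection of heart cells from peroxide-induced death in the single-dose screen, raw or plate-pattern-corrected value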;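 further: 0% = DMSO wells with peroxide and 100% = DMSO wells without peroxide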
NOD2 RIPK2 PPI: blocks binding of human NOD2 to RIPK2 | CHO BLA complementation NOD2-RIPK2, CCF4 ratio | inhibition, % at 4.98 µM | actives 0.38% (n = 360,000) | AID 624267; in the data active means inhibition above about 21%;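 further: 0% = vehicle only and 100% = reference blocker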
NCOA2 inhibitor: inhibits human steroid receptor coactivator 2. Q15596. HEK293 GAL4-SRC2 luciferase reporter, luminescence. inhibition, % at 9 µM. actives 0.17% (n = 370,000). AID 651957;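 active means inhibition above the mean inhibition of all tested compounds plus 3 SD, set per campaign, cut at about 52% in these data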;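 further: 0% = DMSO treated cells and 100% = cells given Gossypol at 36 µM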
Target sequence (Q15596 whole entry, looked up, the tested form may be a part): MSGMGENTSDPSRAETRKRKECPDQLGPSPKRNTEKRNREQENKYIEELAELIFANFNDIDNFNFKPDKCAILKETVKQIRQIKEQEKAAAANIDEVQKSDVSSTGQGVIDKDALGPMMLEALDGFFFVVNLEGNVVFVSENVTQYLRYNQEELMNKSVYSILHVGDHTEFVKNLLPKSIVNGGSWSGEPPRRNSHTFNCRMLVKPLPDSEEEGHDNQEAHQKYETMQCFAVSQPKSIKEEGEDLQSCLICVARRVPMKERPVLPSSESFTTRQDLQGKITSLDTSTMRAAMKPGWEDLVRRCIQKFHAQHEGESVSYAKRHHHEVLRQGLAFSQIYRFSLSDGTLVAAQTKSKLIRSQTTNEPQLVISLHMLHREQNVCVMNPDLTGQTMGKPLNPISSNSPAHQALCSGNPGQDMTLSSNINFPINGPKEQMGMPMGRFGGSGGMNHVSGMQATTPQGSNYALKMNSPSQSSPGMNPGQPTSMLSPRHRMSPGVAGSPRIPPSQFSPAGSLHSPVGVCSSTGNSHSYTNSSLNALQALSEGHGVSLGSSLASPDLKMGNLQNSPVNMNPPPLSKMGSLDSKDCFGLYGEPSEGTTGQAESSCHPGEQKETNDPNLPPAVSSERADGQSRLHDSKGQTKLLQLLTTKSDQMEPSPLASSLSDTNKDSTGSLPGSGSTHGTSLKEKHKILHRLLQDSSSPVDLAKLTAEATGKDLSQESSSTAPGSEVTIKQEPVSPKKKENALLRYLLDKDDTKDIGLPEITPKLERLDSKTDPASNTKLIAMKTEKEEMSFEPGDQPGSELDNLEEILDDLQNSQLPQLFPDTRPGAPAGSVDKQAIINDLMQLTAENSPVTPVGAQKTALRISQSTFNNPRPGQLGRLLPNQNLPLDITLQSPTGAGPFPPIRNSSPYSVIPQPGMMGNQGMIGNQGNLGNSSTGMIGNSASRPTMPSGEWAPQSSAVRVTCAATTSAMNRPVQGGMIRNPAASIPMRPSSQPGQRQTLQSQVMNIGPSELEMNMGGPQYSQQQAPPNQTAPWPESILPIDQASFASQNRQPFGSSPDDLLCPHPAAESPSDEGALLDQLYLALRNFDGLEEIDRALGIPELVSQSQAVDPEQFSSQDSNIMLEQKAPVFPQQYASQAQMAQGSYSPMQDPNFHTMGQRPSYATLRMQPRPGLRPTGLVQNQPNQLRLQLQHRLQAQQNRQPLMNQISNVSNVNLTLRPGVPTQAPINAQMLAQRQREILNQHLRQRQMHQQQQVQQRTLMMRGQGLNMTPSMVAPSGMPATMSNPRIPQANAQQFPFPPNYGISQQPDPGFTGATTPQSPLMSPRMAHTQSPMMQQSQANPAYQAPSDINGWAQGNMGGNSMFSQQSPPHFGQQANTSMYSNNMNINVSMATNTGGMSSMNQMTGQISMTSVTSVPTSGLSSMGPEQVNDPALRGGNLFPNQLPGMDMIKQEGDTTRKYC
Starred values were filed as active, the others as inactive; nt = no result given. Only part of the results is shown; rates above refer to the full screens.

SMILES | ABHD5-PLIN5 inh | m5-HT2A agonist | TLR9-MyD88 block | MC4R barr agon | MC4R antag cAMP | ABCB6 inh MLPCN | N-glyco inh | Cardio protect | NOD2 RIPK2 PPI | NCOA2 inhibitor
CCC1Oc2ccc(C)cc2N(CC(=O)N(Cc2ccc3c(c2)OCO3)CC2CCCO2)C1=O (stereo not given) | -4 | -3 | -6 | -0.5 | 13 | 95 | -3 | 12 | 1 | -11
CCN(CC)CC(=O)N(CC(=O)Nc1c(C)cc(C)cc1C)C1CCCCC1 | 2 | 0 | 1 | 0.2 | -1 | 76 | 4 | 0 | -15 | 7
Cn1c(C(=O)N2CCN(c3ccc(Cl)cc3)CC2)cc2c(=O)[nH]c3ccccc3c21 | 1 | -5 | -7 | -0.3 | -4 | 94 | 3 | 2 | 5 | -17
Cc1cc(NC(=O)CCC(=O)N(Cc2cccnc2)C(C(=O)NC(C)(C)C)c2ccccc2Cl)no1 (stereo not given) | -2 | 5 | -1 | -0.8 | -4 | 101 | -2 | -1 | -4 | -4
C[C@@H](NC(=O)c1nc[nH]c1C(=O)NCCCCCNC(=O)OC(C)(C)C)c1ccccc1 | -9 | 7 | 14 | 0.4 | 4 | 102 | 0 | 0 | 0 | -1
C[C@@H]1CC=C[C@H]2[C@H]1C(=O)N(Cc1ccccc1)[C@H]2c1ccc(Br)cc1F | -12 | -2 | -9 | 1.1 | 10 | 100 | -7 | -2 | -9 | 2
CCN(CC)CCNC(=O)Cn1nc(Cc2ccncc2)c2ccccc2c1=O | 8 | 5 | -4 | -0.5 | -5 | 96 | 0 | 2 | -3 | -2
O=C(Cn1nc(-c2ccccc2)ccc1=O)NCc1ccc2c(c1)OCO2 | -2 | 2 | -3 | -0.9 | 2 | 105 | 1 | -4 | -6 | -6
NC(=O)c1cc(S(=O)(=O)NCCc2ccccc2)cs1 | 0 | -1 | -3 | 0.1 | 22 | 99 | 3 | -4 | 1 | 4
CCCNC(=O)COc1ncnc2sccc12 | 10 | 3 | -7 | 1.7 | -4 | 103 | 2 | -2 | -6 | 16
O=C(Nc1ccccc1N1CCOCC1)c1cc(F)cc(F)c1 | -1 | -4 | 0 | -1.6 | -2 | 90 | 1 | -2 | 3 | 11
COc1ccccc1NC(=O)Nc1nc(CC(=O)NC2CCCC2)cs1 | 0 | 5 | 0 | 1.7 | -3 | 98 | -1 | 6 | 1 | -16
N#CC(CCc1ccccn1)c1ccccc1 (stereo not given) | 4 | 3 | -6 | -1.4 | 14 | 96 | 0 | 0 | 1 | -53
CCCCN(C(=O)c1cc(Cl)nc2ccccc12)c1c(N)n(CCC)c(=O)[nH]c1=O | 9 | 3 | 0 | -1.7 | -6 | 99 | 2 | 1 | -1 | 9
C=CC(=O)N1C/C(=C/c2ccccc2)C(=O)/C(=C\c2ccccc2)C1 | 101* | 4 | -5 | -1.5 | 22 | 98 | -19 | -16 | 45* | 67*
COc1ccccc1/C=C\C=N\n1c(-c2ccc(Cl)cc2Cl)n[nH]c1=S | -3 | -1 | 2 | 2.1 | 22 | 96 | 2 | 1 | 6 | 5
Cc1ccc2cc(CN(Cc3ccco3)C(=O)c3ccccc3)c(=O)[nH]c2c1C | 2 | 3 | 1 | 0.0 | 7 | 97 | -1 | 5 | -12 | -61
Cc1ccc(CC(=O)NCCCc2ccccc2)cc1 | -3 | -3 | -4 | 1.3 | 2 | 92 | 0 | -3 | -2 | -22
CCC(C)Sc1cccc(-c2nc3ccccn3c2NCc2ccccc2)c1 (stereo not given) | -4 | -1 | 1 | 4.5 | 13 | 98 | -2 | -9 | 11 | 6
CCc1ccc(NS(=O)(=O)c2cccs2)cc1 | 6 | 0 | -1 | -0.9 | -2 | 98 | 0 | -6 | -15 | -8
Cc1ccc(NS(=O)(=O)c2cc(C(=O)N(C)C3CCN(C)CC3)ccc2Cl)cc1Cl | -3 | 2 | 3 | 0.9 | 2 | 91 | 4 | 17 | 4 | -9
CCCCn1cnc2cc(NCc3cccc(OC)c3O)ccc21 | 0 | 5 | -4 | -2.2 | 11 | 103 | -3 | 0 | -4 | -22
O=C(Nc1cccc2[nH]ncc12)c1ccc(F)cc1 | 2 | 2 | 3 | -0.6 | -8 | 98 | -11 | 3 | -2 | 28
Cc1ccc(OCc2ccc(C(=O)Nc3ccc(C(N)=O)cc3)o2)c([N+](=O)[O-])c1 | 14 | -8 | 4 | -1.8 | -10 | 99 | -2 | -5 | 1 | 7
C=CCc1cccc(Cl)c1OCCON1C(=O)CCC1=O | -1 | 4 | 10 | -2.1 | -1 | 101 | 2 | 1 | 12 | -21
COc1ccc(-c2csc(NC(=O)Cc3ccccc3F)n2)cc1OC | 6 | 4 | 9 | -1.7 | 5 | 92 | -4 | -5 | -5 | -6
COCC(C)n1c(SCC(=O)Nc2sccc2C(N)=O)nc2ccccc2c1=O (stereo not given) | 2 | -3 | 2 | -0.9 | -27 | 91 | 3 | 22 | 2 | 25
COc1ccc(-n2c(C)c(C)c3c(N)ncnc32)cc1 | 6 | 3 | 2 | -0.8 | 9 | 97 | -9 | -2 | -3 | 14
CN1CCN(c2ccc(NC(=O)c3ccc(-c4ccc(Br)cc4)o3)cc2)CC1 | 14 | -1 | 5 | 11* | 0 | 96 | -7 | -13 | 13 | -6
C[C@H](CO)N1C[C@H](C)[C@@H](CN(C)C)Oc2c(NC(=O)C3CC3)cccc2C1=O | 9 | -2 | 5 | -1.9 | 2 | 96 | 3 | 10 | -1 | -20
CCOC(=O)Cn1nnc(-c2ccc(SC)cc2)n1 | -1 | -3 | -6 | -1.0 | 2 | 86 | 2 | -2 | 9 | 19
Cc1c(C(N)=O)cc([N+](=O)[O-])cc1[N+](=O)[O-] | -1 | 3 | -3 | -1.7 | 3 | 99 | 1 | 1 | -1 | -8
COc1cc(/C=C2/C(=N)N3N=C(CC(=O)N4CCOCC4)SC3=NC2=O)ccc1OCc1ccccc1 | -2 | 8 | 2 | -2.0 | 8 | 105 | -1 | 0 | -6 | -41
O=C1CCC/C(=N\NC(=O)COc2ccc(Cl)cc2)C1 | 3 | 6 | 1 | -3.9 | 9 | 99 | 3 | -2 | 9 | 13
O=C(CCCN=C1NS(=O)(=O)c2ccccc21)OCC(=O)c1ccc(Br)cc1 | 3 | -2 | -4 | -0.5 | 0 | 95 | 2 | 0 | -9 | 5
COc1ccc(C(O)c2nc3ccccc3n2C(C)C)cc1 (stereo not given) | 0 | 7 | -1 | -0.4 | -1 | 102 | 3 | -3 | 4 | -11
Cc1ccc(S(=O)(=O)NC(=O)NC(C)(C)C)cc1 | 5 | 5 | -1 | -1.1 | 10 | 88 | 1 | 7 | -9 | -12
c1cnc2c(-c3cccc4nccn34)cccc2c1 | 4 | 1 | nt | -0.8 | 2 | 93 | 3 | 12 | -3 | -28
CCCS(=O)(=O)N1CCC(C(=O)N2CCOCC2)CC1 | -1 | -2 | -2 | -0.8 | -3 | 100 | 2 | -2 | 4 | 5
Cc1c(=O)n(OCc2cccc(F)c2)c2ccccc2[n+]1[O-] | -3 | 2 | -10 | 0.2 | 13 | 99 | 1 | 6 | -1 | -16
C=CCOc1ccc(C2C(C(=O)c3ccc(C)o3)=C(O)C(=O)N2Cc2cccnc2)cc1 (stereo not given) | -1 | -1 | -1 | 1.0 | 1 | 95 | 1 | -4 | 0 | 2
COc1ccc(-c2nnc(-c3cccnc3)o2)cc1 | 6 | 1 | -5 | -2.4 | 8 | 95 | -1 | -2 | -2 | -59
CCC1=[N+]([O-])C(C)(/C(C)=N\O)N(O)C1(C)C (stereo not given) | 10 | 7 | -1 | -0.3 | -2 | 99 | 3 | -2 | 2 | -18
Cc1cccc(CSC(=N)N)c1 | 4 | -8 | 5 | -0.3 | -5 | 97 | 5 | 6 | -8 | 8
O=c1oc2cc(Cl)ccc2n1CSc1nc2ccccc2s1 | -14 | -2 | -4 | 2.5 | -3 | 100 | -3 | -11 | -5 | -71
COC(=O)CCC(=O)N1CCCC(N2CCN(c3ccc(OC)cc3)CC2)C1 (stereo not given) | -4 | 4 | -3 | -1.1 | 5 | 95 | 2 | 3 | -3 | 6
Fc1ccccc1N1CCN(Cc2cnc(Cl)s2)CC1 | -9 | 3 | -6 | -1.1 | 21 | 94 | -3 | 8 | -7 | -9
O=C(Nc1nc(-c2ccc([N+](=O)[O-])cc2)cs1)C1=COCCO1 | 1 | -5 | 0 | -1.9 | -3 | 95 | -2 | -5 | -9 | -34
Cn1c(=O)n(C)c2cc(/C=N/NC(=O)c3ccc(Cl)cc3)ccc21 | 8 | -8 | -2 | -2.1 | 10 | 96 | 4 | 12 | -4 | -29
COc1ccc(CC(NC(C)=O)C(=O)N2CCN(C(=O)N(C(C)C)C(C)C)CC2)cc1 (stereo not given) | 5 | 0 | -35 | 0.3 | 6 | 84 | 0 | 1 | -6 | 0
N#C/C(=C\c1ccc(N2CCCCC2)o1)C(=O)Nc1cccc(Br)c1 | 12 | 0 | 12 | 1.1 | 2 | 617 | -7 | -15 | 16 | -62
CCCCN1C(=O)CC(SC2CC(=O)N(CCCC)C2=O)C1=O (stereo not given) | -1 | -6 | -8 | -0.3 | 4 | 92 | 0 | -4 | 13 | 12
Nc1ccc2ccccc2c1C(=O)c1ccccc1 | -2 | -3 | -16 | -1.9 | 0 | 100 | -1 | -6 | -17 | -18
CN(C)NC(=O)c1csnc1-c1c(Cl)cccc1Cl | -6 | 0 | -7 | -1.5 | 5 | 100 | -1 | 6 | 4 | -2
CC(=O)Nc1ccc(S(=O)(=O)Nc2nnc(CC(C)(C)C)s2)cc1 | 0 | -7 | 2 | -2.4 | 18 | 100 | 0 | 10 | -4 | 1
COc1ccc(C(C)(NC(C)=O)c2nc(-c3cccc(C#N)c3)cs2)cc1 (stereo not given) | 3 | 0 | nt | 0.5 | -1 | 99 | -2 | 16 | -1 | -25
CCOC(=O)C(Cc1ccccc1)NC(=O)CCC(=O)c1ccc(OC)cc1 (stereo not given) | 1 | 6 | -2 | -1.6 | 16 | 96 | 1 | 1 | -9 | -16
COc1ccc(Cc2c(-c3ccc(F)cc3)nc3ccc(Cl)cn23)c(C)c1 | 1 | -8 | nt | nt | nt | 106 | -3 | 4 | 10 | -91
COc1ccc(-c2nnc(NC(=O)c3ccc(F)cc3)o2)cc1 | -3 | 2 | -1 | -3.3 | -3 | 107 | 3 | 68* | 0 | -2
CC1CCCC/C1=N\NC(=S)Nc1cccnc1 (stereo not given) | -10 | -3 | -5 | -2.5 | 9 | 104 | -1 | 6 | -13 | -64
C/C(=N\NC(=O)c1cc(C)[nH]n1)C(C)(C)C | -1 | -3 | 2 | -1.2 | 5 | 112 | 1 | 9 | -7 | -26
